AMA1 RON2 block = disrupts binding of P. falciparum AMA1 to RON2. AlphaScreen AMA1-biotinylated RON2 peptide binding. 360,000 compounds, 0.2% hits. Potency, µM (highest dose often 58.2 µM), for the others: at the highest dose activity change, negative = inhibition, hits mostly inhibitors; active = well fitted inhibition curve with a large enough effect; inconclusive = small, poorly fitted or top-dose-only effect; inactive = no such curve, though single readings can be large or run the other way;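 note: potency is the fitted concentration of half-maximal effect; 0% = vehicle wells and -100% = peptide control; nearly all actives have a fitted effect of over 45% in size; some results filed as inactive show a strong effect at the top dose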
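AMA1 (3D7) with his tag at 25 nM final met compounds first, then biotinylated RON2 peptide at 25 nM; detection used donor plus acceptor beads, 10 µg/mL apiece, read by AlphaScreen after 30 min at room temperature.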
HCMV antiviral = human cytomegalovirus inhibition. HFF cells, HCMV-luciferase reporter, 72 h; hits give low values. 410,000 compounds, 4.5% hits. activity change, negative = inhibition, % at 57.5 µM. AID 1259415; in the data active = activity change below about -60%; inconclusive = no clear call, values can overlap the other calls; inactive = above about -39%
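Cell-based, HFFs, 1000 cells/well, 16 h 37C; cpds in DMSO + HCMV-luc, MOI 1 PFU/cell; 72 h 37C; OneGlo luminescence after 5 min RT; norm. to buffer vs Salinomycin 10uM.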
* hit, by the source's call; ? = inconclusive; [ ] = dose if it differs, or a comment. Unless noted, % is set by controls: 0 for no effect and ±100 for the full control effect.

The line under a structure holds: AMA1 RON2 block, HCMV antiviral
CC1(C(=O)Nc2ccc3c(c2)OCCO3)CN(S(C)(=O)=O)CC(=O)N1CCc1ccccc1 (stereo not given)
 : -4.8%, -4.7
CCCC(C)(C)C(=O)N1CCC1(C)C(=O)NS(=O)(=O)c1ccccc1Cl (stereo not given)
 : 2.5%, 9.4
CCOc1ccc(CCN2C(=S)N([C@@H](CC(C)C)CN3CCC[C@@H]3CN3C(=S)NC[C@@H]3Cc3ccc(O)cc3)C[C@@H]2Cc2ccc(O)cc2)cc1
 : 10.7%, 5.3
CCCNC(=O)c1cc(C2CCCN(S(=O)(=O)c3cccc4cccnc34)C2)on1 (stereo not given)
 : -0.3%, 6.5
CN(CC1COc2ccccc2O1)C(=S)Nc1ccccc1 (stereo not given)
 : 15.6%, -14.0
COc1cccc(-c2oc3c(c2-c2ccc(Br)nc2)C(O)CCC3)c1 (stereo not given)
 : -6.5%, -5.5
Cc1noc(C)c1S(=O)(=O)N(C)C[C@H]1OCc2cnnn2CCCC(=O)N([C@H](C)CO)C[C@H]1C
 : 13.9%, -1.2
N#Cc1ccc(S(=O)(=O)N2CCCCC2c2cc(C(=O)NCc3cccnc3)no2)cc1 (stereo not given)
 : 2.6%, -10.1
Cc1ccccc1[C@H](NC1c2ccccc2C=Cc2ccccc21)P(=O)(c1ccccc1)c1ccccc1
 : -15.7%, -1.1
Cc1ccccc1-c1ccc2c(c1)O[C@@H](CN(C)Cc1ccc(C(=O)O)cc1)[C@@H](C)CN([C@H](C)CO)S2(=O)=O
 : -4.9%, ?
CCC(CC)CN1CCC(CN2C(=S)NC[C@@H]2[C@@H](C)CC)CC1
 : -3.4%, 7.3
COc1ccc(C(=O)Cn2c(C(C)=O)nc3ccccc32)cc1
 : 45.3%[activator], -63.7*
COc1ccc(NC(=O)c2cc(C3CCCCN3S(=O)(=O)Cc3ccccc3)on2)c(C)c1 (stereo not given)
 : 8.0%, -1.9
OC[C@@H]1CN(Cc2ccc(Cl)cc2)C[C@H](n2cnc3c(NC4CC4)ncnc32)O1
 : -7.2%, 49.4
O=c1[nH]c2ccccc2n1C1CCN(Cc2ccc(-c3nc4ccccc4nc3-c3ccccc3)cc2)CC1
 : ?, ?
O=C1NC[C@H](CCCCN2C[C@H](Cc3ccccc3)N(Cc3ccccc3)C(=O)C2=O)N(CCC2CCCCC2)C1=O
 : -4.7%, -0.4
C=C1CCN([C@@H](CC(C)C)C(=O)NCc2ccccc2)S(=O)(=O)c2ccccc21
 : -1.5%, -24.2
O=S1(=O)CC(N2CCC(Cc3ccccc3)CC2)CN1C1CCCC1 (stereo not given)
 : -13.4%, 1.4
CC1CCCC(N2CCN(C(=O)c3ccc(F)cc3)CC2)C1 (stereo not given)
 : -10.2%, -3.0
CC(C)NC(=O)c1ccc(-c2ccc(F)c(F)c2)c2ccoc12
 : 1.3%, 37.9
CCc1nc2cc(NC(=O)C3(C)CCCN(C(C)=O)C3)ccc2o1 (stereo not given)
 : 7.1%, -3.6
COc1cc([N+](=O)[O-])ccc1NC(=O)CN1C(=O)NC2(CCCCC2C)C1=O (stereo not given)
 : 2.9%, -17.0
CCc1nc2ccc(C(=O)Nc3ccc(NC(C)=O)cc3)cn2c1N(C)CCCc1ccccc1
 : -1.4%, -20.2
CCCS(=O)(=O)NC(=O)C1(C)CCN(C(=O)c2ccco2)C1 (stereo not given)
 : -4.9%, ?
CCC(=O)Nc1cc(OC)c(NC(=S)Nc2ccccc2CC)cc1OC
 : -6.1%, -7.0
CCOC(=O)[C@]12CCC=C1N(Cc1ccc3c(c1)OCO3)C(=O)[C@H](CC(=O)NCc1ccc(OC)c(OC)c1)C2
 : -8.6%, 5.0
Cc1ccc(Cc2c(-c3ccccc3)nc3ccc(Br)cn23)cc1
 : -23.6%, 0.2
CC(=O)Nc1nnc(CCS(=O)(=O)c2ccc(C)cc2)s1
 : 1.5%, -16.6
COc1cccc(C(NC(C)=O)c2nc(-c3cccnc3)cs2)c1 (stereo not given)
 : -4.0%, -24.3
COc1ccc(CN(C)CCCn2ccc(NC(=O)OCc3ccccc3)nc2=O)cc1OC
 : -13.6%, -15.0

The line under a structure holds: AMA1 RON2 block, HCMV antiviral
CCc1nc2c(OCc3cc(Cl)cc(Cl)c3)cccn2c1N(C)C(=O)c1cccc(OC)c1
 : -23.9%, 5.9
CC(=O)NC(c1cccc(F)c1)c1nc(-c2cnn(C)c2)cs1 (stereo not given)
 : 0.8%, -1.4
CCCC[C@@H]1CN=C(N)N1CC(C)(C)C
 : -1.4%, -18.6
CCOC(=O)[C@]12CCC=C1N(Cc1ccc(Cl)cc1Cl)C(=O)[C@H](CC(=O)NCc1ccccc1)C2
 : -11.9%, -8.7
CCCCn1nnnc1C(c1ccccc1)N1CCN(c2ccccc2)CC1 (stereo not given)
 : -7.4%, -25.3
COc1ccccc1C(NC(=O)C1CCN(CCOc2ccc(Cl)cc2)CC1)c1ccccn1 (stereo not given)
 : 0.0%, 3.4
COCCCNC(=O)c1cccc2c(-c3ccnn3C)coc12
 : 9.6%, 35.2
COc1ccc(-c2ccc(C(=O)Nc3ccc(NC(C)=O)cc3)c3occc23)c(C)c1
 : 5.3%, -0.6
CCCCNC(=O)C(NC(=O)c1cnc(C)cn1)C(=O)c1ccccc1 (stereo not given)
 : 44.7%[activator], -9.5
CCNC(=O)C1(C)CCN(C(=O)c2ccc(C)c(F)c2)C1 (stereo not given)
 : 2.6%, 14.8
O=C(NNC(=O)c1cccc2ccccc12)c1ccc(F)cc1
 : 33.0%[activator], -32.4
O=C(C[C@H]1C(=O)N(C2CCCCC2)C[C@@H]1c1ccccc1)Nc1ccc(Br)cc1
 : 1.3%, -0.5
COc1ccc(-c2nnc3ccc(SCC(=O)N4CCN(c5ccccc5)CC4)nn23)cc1
 : -6.6%, -16.4
CCC(CC)C(=O)N(C)c1c(C)nc2c(OCC3CCCCC3)cccn12
 : -10.6%, -23.7
CN(C(=O)c1cccc(NC(=O)Cc2cccc(NC(=O)C3CCN(C(=O)C4CCCC4)CC3)c2)c1)C1CCC1
 : 2.5%, -11.4
COc1ccc(Cc2c(C(C)(C)C)nc3ccc(Cl)cn23)c(C)c1
 : 26.0%, -19.7
CCOC(=O)C1=CCN(S(=O)(=O)c2ccccc2C)C1c1ccc(Cl)c(Cl)c1 (stereo not given)
 : 38.3%[activator], -75.6*
O=C(c1cc(-c2cccnc2)nc2ccccc12)N1CCN(S(=O)(=O)c2ccc(Cl)s2)CC1
 : 4.9%[11.6 µM], 6.0
N#CCCn1cc(C(=O)CN2C(=O)NC3(CCc4ccccc43)C2=O)c2ccccc21 (stereo not given)
 : 0.0%, -10.2
C[C@@H]1CN([C@H](C)CO)C(=O)CCCn2cc(nn2)CO[C@H]1CN(C)C(=O)c1ccc2ccn(C)c2c1
 : 2.1%, -8.4
N#CCCCc1cn(-c2nc3ccccc3s2)nn1
 : 1.0%, 55.8
COc1ccccc1-c1cnc(C(O)c2cc(C)c(OC)c(C)c2)[nH]1 (stereo not given)
 : 7.6%, -22.2
O=C(NCC1=C(c2ccc3ccccc3c2)C[C@@H]2CC[C@H]1N2Cc1ccco1)c1cccs1
 : -21.9%, -16.9
CC(=O)NC(c1ccccc1)c1nc(-c2cccc(C(C)C)c2)cs1 (stereo not given)
 : -6.6%, -66.8*
COc1ccc(C(C)(O)c2nc(-c3ccc4ccccc4c3)cs2)cc1 (stereo not given)
 : 3.9%, -27.9
COc1cc(CCC(N)c2cccc(O)c2)cc(OC)c1OC (stereo not given)
 : 11.9%, 6.7
COc1cc(CNC(=O)Nc2cccn3nc(COCCO)nc23)cc(OC)c1OC
 : 3.1%, 37.8
CC1=C2C3OC(=O)C(C)C3CCC2(C)C=C(Cl)C1=O (stereo not given)
 : 3.0%, -2.9
COCCNC(=O)C1(C)Cc2c(-c3cccc(C(N)=O)c3)ccnc2O1 (stereo not given)
 : -4.1%, 26.0
C[C@@H]1CN([C@@H](C)CO)C(=O)c2cc(Br)cnc2O[C@@H]1CN(C)Cc1cncnc1
 : -4.0%, 13.8

The line under a structure holds: AMA1 RON2 block, HCMV antiviral
CCc1nc2ccc(C(=O)Nc3cc(-c4ccccc4)ccc3OC)cn2c1N(C)Cc1ccc(Cl)cc1
 : 25.4%, 41.3
OC(Cc1cccnc1)(c1ccccc1)c1ccccc1
 : 9.3%, 5.1
Cc1ccc(S(=O)(=O)N2C[C@H]3n4c(=O)ccc(=O)n4C[C@H](OC(=O)Nc4c(C)noc4C)[C@@]3(O)C2)cc1
 : 0.0%, -14.8
CC1=C(C(=O)OCc2ccccc2)C(c2ccc(Br)cc2)NC(=O)N1CCCCCC(=O)O (stereo not given)
 : -13.4%, 40.8
Nc1ccc2c(S(=O)(=O)O)cccc2c1S(=O)(=O)O
 : -1.4%, -2.3
CC1(C(=O)NCc2ccccc2)CSCC(=O)N1CCCN1CCOCC1 (stereo not given)
 : 16.1%, 9.9
COC(=O)c1ccc2nc(-c3cccc(Br)c3)c(Cc3cccc(F)c3)n2c1
 : 0.6%, 6.6
CC1(C(=O)Nc2cnc3ccccc3c2)CCN1C(=O)CCc1ccccc1 (stereo not given)
 : -15.1%, -34.9
CCCNC(=O)c1cc(C2CCCCN2S(=O)(=O)c2ccccc2)on1 (stereo not given)
 : 6.3%, 15.4
CCN(CC)c1c(C)nc2ccc(C(=O)Nc3cc(-c4ccccc4)ccc3OC)cn12
 : -6.0%, -7.3
O=S1(=O)CCN(Cc2ccncc2)CC1
 : 0.0%, -28.1
CCCCNC(=O)C1(C)CCCCN1Cc1ccc(OCc2ccccc2)cc1 (stereo not given)
 : 21.2%, 9.7
O=C1c2ccccc2S(=O)(=O)c2cc(C(=O)N3CCN(c4ccccc4)CC3)ccc21
 : -29.0%, 46.9
COc1ccc(-c2noc(-c3csc([C@@H]4C[C@H](O)[C@@H](CO)O4)n3)n2)cc1OC
 : 5.3%, 7.3
COc1ccc(NC(=O)C(c2ccc(C(F)(F)F)cc2)n2c(=O)c(-c3ccco3)nc3ccccc32)cc1 (stereo not given)
 : -11.8%, -19.7
O=C(CCc1c[nH]c2ccccc12)OCC(=O)c1ccccc1
 : -13.7%, -4.9
CCCCCC(=O)N1C[C@@H](n2cc(COC(=O)c3ccccc3)nn2)[C@H](O)C[C@@H]1c1ccc(C)cc1
 : -7.1%, -5.3
CSc1ncnc2c1ncn2CCCNCc1cccc2ccccc12
 : -12.1%, -14.9
Cc1ccc(Cn2c(C(C)Nc3nc(-c4ccc(Cl)c([N+](=O)[O-])c4)cs3)nc3cc(C(F)(F)F)ccc32)cc1 (stereo not given)
 : 18.1%, -34.9
O=C(NCC[C@H]1CC[C@H](NS(=O)(=O)c2ccc(F)cc2)[C@@H](CO)O1)c1ccc2c(c1)OCO2
 : 0.1%, -37.7
O=C(NCc1cccc(Cl)c1)C1Cc2c(-c3ccccc3)ccnc2O1 (stereo not given)
 : 0.7%, 11.0
O=C1C=C(O)c2c(O)cc(O)c(O)c2C1=O
 : 1µM*, -6.0
C#CCN(C[C@@H]1[C@@H](OC(=O)Nc2c(C)noc2C)[C@@H](OC(=O)Nc2c(C)noc2C)Cn2c(=O)n(CCCCCC)c(=O)n21)S(=O)(=O)c1ccc(C)cc1
 : 1.0%, -15.2
O=C1c2ccccc2-n2nnc(-c3ccccc3)c2C2c3cc(Br)ccc3CCN12 (stereo not given)
 : -0.6%, 8.1
CC(=O)Nc1cc(-c2ccc(C(=O)N3CCOCC3)cc2)cn2c(-c3cccc(C(C)=O)c3)cnc12
 : 30.0%[activator], -5.2
O=c1[nH]c2ccccc2n1C1CCN(C(c2ccnc3ccccc23)c2nnnn2Cc2ccccc2)CC1 (stereo not given)
 : -12.3%, -61.4*
CC(C)CNC(=O)c1[nH]c(C(F)(F)F)nc1-c1ccccc1
 : 0.0%, -3.2
CC(C)COC(=O)N(C)C[C@H]1OCc2cnnn2CCCC(=O)N([C@H](C)CO)C[C@H]1C
 : 0.7%, 3.5
c1ccc(COc2ncnc3c2ncn3CCCN2CCN(Cc3cccc4ccccc34)CC2)cc1
 : ?, -39.8
COc1ccc(NC(=O)c2cc(C3CCCCN3C(=O)c3cc(OC)c(C)c(OC)c3)on2)c(C)c1 (stereo not given)
 : 8.8%, -18.5

The line under a structure holds: AMA1 RON2 block, HCMV antiviral
CCOC(=O)C1=CCN(S(=O)(=O)c2ccccc2Cl)C1c1cccc(C)c1 (stereo not given)
 : 7.6%, -26.4
CCCCc1c(-c2ccc(F)cc2F)ncn1CCc1ccccc1OC
 : -27.2%, ?
CCCCc1c(-c2ccccc2OC)ncn1C1CCCC1
 : -8.9%, -94.1*
CCN(CC)C(=O)c1csc([C@@H]2O[C@H](CO)[C@H](O)[C@H](O)[C@H]2O)n1
 : -4.9%, 6.0
O=C1/C(=C\c2ccccc2)CN(C(=O)CCN2CCCCC2)C/C1=C/c1ccccc1
 : -1.3%, -100.0*

Sorted by length of the SMILES (rising): 3 of the compounds above.
The line under a structure holds: AMA1 RON2 block, HCMV antiviral
COc1ccc(C(=O)Cn2c(C(C)=O)nc3ccccc32)cc1
 : 45.3%[activator], -63.7*
CCc1nc2ccc(C(=O)Nc3ccc(NC(C)=O)cc3)cn2c1N(C)CCCc1ccccc1
 : -1.4%, -20.2
Cc1ccccc1[C@H](NC1c2ccccc2C=Cc2ccccc21)P(=O)(c1ccccc1)c1ccccc1
 : -15.7%, -1.1

Not all compounds are listed. The share of hits here may be higher or lower than overall.
